# Screening data deposited in PubChem BioAssay by Fisher Drug Discovery Resource Center.
# hcGAS inh – blocks human cGAS activity | recombinant h-cGAS, ATP depletion, Kinase-Glo luminescence | inhibition, % at 12.5 µM | hit rate 0.081% among 290,000 | AID 1259398;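 also: 0% = vehicle reaction and 100% = reaction without DNA for no activity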
# Target sequence (Q8N884 whole entry, looked up): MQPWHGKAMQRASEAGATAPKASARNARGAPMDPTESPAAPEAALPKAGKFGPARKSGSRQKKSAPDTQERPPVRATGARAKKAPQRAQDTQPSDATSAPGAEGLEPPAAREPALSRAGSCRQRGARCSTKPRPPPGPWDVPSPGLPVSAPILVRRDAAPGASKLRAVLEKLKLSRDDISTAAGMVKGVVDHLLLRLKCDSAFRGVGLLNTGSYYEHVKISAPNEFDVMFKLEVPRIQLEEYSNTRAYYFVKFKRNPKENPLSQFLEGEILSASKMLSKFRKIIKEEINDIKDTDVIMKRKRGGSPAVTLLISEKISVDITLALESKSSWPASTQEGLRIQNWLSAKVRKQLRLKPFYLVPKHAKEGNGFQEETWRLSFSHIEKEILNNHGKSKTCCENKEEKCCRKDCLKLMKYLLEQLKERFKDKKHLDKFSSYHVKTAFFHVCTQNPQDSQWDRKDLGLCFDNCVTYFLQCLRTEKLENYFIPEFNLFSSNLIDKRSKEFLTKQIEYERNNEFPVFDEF
# NPYLR7 agonist – activates Aedes aegypti NPYLR7 receptor; HEK293T NPYLR7/Galpha15, GCaMP6s calcium fluorescence; activation, % at 10 µM; hit rate 0.15% among 270,000; in the data active = activation above about 40%;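 also: 0% = vehicle and 100% = reference agonist at the receptor; some compounds past the cut are filed as inactive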
# mcGAS lum – blocks mouse cGAS activity | Q8C6L5 | recombinant cGAS, Kinase-Glo ATP depletion luminescence | inhibition, % at 12.5 µM | hit rate 0.15% among 160,000;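 also: 0% = negative control wells and 100% = reference inhibitor with no enzyme activity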
# The depositor's hits bear a star; · = no result given; & = joins results of further samples. Rule as the data show it, unless noted: active = inhibition above about 40%; inactive = the rest. Random draw from the library; overall some 0.27% were active at least once.
SMILES,hcGAS inh,NPYLR7 agonist,mcGAS lum
Oc1cccc2ccc(N3CCOCCOCCN(c4ccc5cccc(O)c5n4)CCOCCOCC3)nc12,-5,-7,-5
CC(C)(C)CC(C)(C)Nc1c(-c2cccc(F)c2)nc2ccccn12,5,-5,-1
Cc1c(C(=O)NCC2(O)CCC3(CC2)OCCO3)sc2ccc(F)cc12,0,-8,-2
Cn1cccc(NC(=O)C2(c3ccc(Cl)cc3)CCC2)c1=O,-2,3,·
Cc1cc(I)ccc1Nc1c(C(=O)NOCC2CC2)cc(F)c(F)c1F,-2,-15,·
C#CCn1c(=NC(=O)c2ccc(OC)c(OC)c2)sc2cccc(OC)c21,-5,5,-8
CC(C)c1nccn1Cc1nc2ccccc2c(=O)[nH]1,-4,1,·
CCCCN(CC(=O)N(CCc1c[nH]c2ccccc12)Cc1ccc(OC)cc1)C(=O)Nc1ccc(C)c(C)c1,-4,19,-6
O=c1cc(CN2CCc3ccccc32)c2cc3c(cc2o1)CCC3,-1,2,·
Cc1ccccc1-n1c(SCC(=O)OC(C)(C)C)nnc1-c1ccccc1F,-4,·,-4
O=C1CC2(CCN(C(=O)c3ccc(=O)n(Cc4ccccc4)c3)CC2)Oc2ccccc21,-5,-5,·
C#CCN1CCN(C(=O)C2CSc3ccccc32)CC1 (centres undefined),-9,2,·
CC(C)Nc1ccc(C(=O)N(C)C(c2ccccc2)c2ccccc2)cn1,-2,-5,1
Cc1ccc(OCc2cc(C(=O)N3CCCC3c3nc4ccccc4s3)no2)cn1 (centres undefined),-5&-9,6&-1,·
CC1CN(S(=O)(=O)c2ccc(S(N)(=O)=O)cc2)CC(C)O1 (centres undefined),-16,5,·
CCNc1cc(NCCNC(=O)Nc2ccc(OC)cc2C)nc(C)n1,-2,-1,·
Cc1nc(COc2ccccc2/C=C/C(=O)N2CCCCCCC2)cs1,-8,-1,·
CCOC(=O)c1nn(-c2ccccc2)c(=O)c2c(NC(=O)Cc3ccc(OCC)cc3)scc12,-7,3,-7
Cn1cc(-c2ccc3ncc(-c4cccs4)n3n2)cn1,10,-7,15
CC(C)C(CNc1ccc2nccn2n1)N1CCOCC1 (centres undefined),1,-3,·
CCCC(=O)Nc1cc(CCc2cc(OC)cc(OC)c2)[nH]n1,-8,-3,-11
Cc1[nH]c2ccccc2c1C1(O)C(=O)N(CCc2ccccc2)c2ccccc21 (centres undefined),4,3,1
CC(C(=O)Nc1ccc(C(F)(F)F)cc1)N1CCN(c2ccc([N+](=O)[O-])c3cnccc23)CC1 (centres undefined),-5,9,-5
c1cc2[nH]onc2c2c3c(nc12)CCCC3,2,10,-3
CN(CC(=O)Nc1cc(-c2cc(Cl)cc(Cl)c2)[nH]n1)S(C)(=O)=O,-1,0,-7
CCOC(=O)c1c(NC(=O)c2ccc(OC)cc2)sc(C(=O)Nc2ccccc2F)c1C,-12,-3,-5
O=C(COc1ccccc1C(=O)NC1CCSCC1)Nc1ccccc1F,-6,6,·
O=C(NCCc1nc(-c2ccccn2)no1)c1ccc2ncsc2c1,0,2,·
Cn1nc(C(=O)Nc2nc(-c3ccc(F)c(F)c3)cs2)cc1C1CC1,3,6,1
O=C(CC12CC3CC(CC(Br)(C3)C1)C2)NCC1CCCO1 (centres undefined),-6,8,·
CCOc1ccccc1-c1nc(CN2CCCCC2COC)c(C)o1 (centres undefined),-7,15,·
Cc1ncsc1C(=O)OCC(C#N)Cc1ccc(F)cc1 (centres undefined),14,-2,2
COc1ccc2sc(C(=O)NCC(F)(F)C(F)(F)C(F)(F)F)c(Cl)c2c1,-2,1,-2
CC(C)CNC(=O)C1(C)CCCCCN1Cc1ccccc1-c1ccccc1 (centres undefined),-18,0,·
O=C(O)C1CCN(S(=O)(=O)c2cccs2)CC1,-5&-11,14&0,·
COc1ccc(-c2[nH]ncc2CNC(=O)Cc2cc(C)no2)cc1,-3,1,-15
Cc1csc(N=CN(C)C)n1,-4,-1,-6
CC1(C(=O)NCc2ccc(Cl)cc2)CCN1C(=O)C/C=C/c1ccccc1 (centres undefined),-7,-3,-4
CC(NC(=O)c1csc(-c2ccccc2)n1)c1ccc(S(C)(=O)=O)cc1 (centres undefined),0,0,-2
COc1cccc(CN(C)Cc2nc3scc(-c4ccc(F)cc4)c3c(=O)[nH]2)c1OC,-9,34,·
O=C(O)c1sccc1S(=O)(=O)NC1CCSc2c(F)cccc21 (centres undefined),8,1,7
COc1ccc(CC2CCN(C(=O)c3c(C)noc3-c3ccc(C(C)(C)C)cc3)CC2)cc1,-10,-1,-9
OCc1ccc(O[C@@H]2O[C@H](CO)[C@@H](O)[C@H](O)[C@H]2O)cc1,-5,0,-6
Cc1ccccc1Cn1c(C)c(C(=O)NCc2ccc(C#N)cc2)sc1=O,-9,6,·
CC(C)c1ccc(CC(=O)N2CCC2(C)C(=O)Nc2cccc(C#N)c2)cc1 (centres undefined),-9,-2,-4
COc1ccc(CN2CCCC(COc3ccc(C)cc3)C2)cc1CO (centres undefined),-2,-3,·
Cc1cn2c3c(=O)n(C)c(=O)n(C)c3nc2n1Cc1ccc(Br)cc1,-7,1,·
CCCN(CCS(C)(=O)=O)C1CC(OCC)C1(C)C (centres undefined),6,-15,·
Cc1ccc(F)cc1S(=O)(=O)N1CCC(CCc2ccc(-c3ccccc3)cc2)CC1,-6,4,-8
Cc1cc(C)n(-c2cc(NCCNC(=O)Nc3cccc(Cl)c3)nc(C)n2)n1,2,-5,-5
Cc1ccn2cc(-c3ccc(F)cc3)nc2c1,-7&-12,-1&4,-8
CCOC(=O)C1(Cc2cccc(OC)c2)CCN(C(C)CCn2cccn2)CC1 (centres undefined),-3,-3,·
CCc1c2c(=O)n(-c3ccc(OC(F)(F)F)cc3)[nH]c2cc(=O)n1CCCN1CCOCC1,-4,15,·
CCCCn1c(SCC(N)=O)nnc2c3ccccc3nc1-2,17,3,2
COCCN1CC(O)CN(C(=O)c2cccs2)CC1=O (centres undefined),9,0,0
Cc1cc(C)cc(N2CCCn3c2nc2c3c(=O)n(CC(C)C)c(=O)n2C)c1,1,2,·
COc1cccc(-c2cccc(-c3ccc(NC(=O)COCc4ccccc4)cc3)n2)c1,-7,35,-5
CCC(C)Oc1cccc(NC(=O)N2CCC(n3cncn3)CC2)c1 (centres undefined),-3,-4,·
O=C(COc1ccc(-n2ccnc2)cc1)NC12CC3CC(CC(C3)C1)C2,-5,-22,·
O=C(NCc1ccc2c(c1)OCO2)c1n[nH]nc1Nc1cccc(F)c1,-6,·,-9

# In another format: 6 of the compounds above.
# Every second line gives: hcGAS inh | NPYLR7 agonist | mcGAS lum
> CCOC(=O)C1(Cc2cccc(OC)c2)CCN(C(C)CCn2cccn2)CC1 (centres undefined)
    -3 | -3 | ·
> CCc1c2c(=O)n(-c3ccc(OC(F)(F)F)cc3)[nH]c2cc(=O)n1CCCN1CCOCC1
    -4 | 15 | ·
> CCCCn1c(SCC(N)=O)nnc2c3ccccc3nc1-2
    17 | 3 | 2
> COCCN1CC(O)CN(C(=O)c2cccs2)CC1=O (centres undefined)
    9 | 0 | 0
> Cc1cc(C)cc(N2CCCn3c2nc2c3c(=O)n(CC(C)C)c(=O)n2C)c1
    1 | 2 | ·
> COc1cccc(-c2cccc(-c3ccc(NC(=O)COCc4ccccc4)cc3)n2)c1
    -7 | 35 | -5

# Next part:
SMILES,hcGAS inh,NPYLR7 agonist,mcGAS lum
COc1ccc(C(NCc2ccc(S(C)=O)cc2)C2CC2)cc1 (centres undefined),-3,1,·
CCN(Cc1ccccc1F)C(=O)c1csc(C(C)=O)c1,-4,-1,·
O=C(NCC1(c2ccccc2)CCOCC1)c1ccc2nc(C3CC3)oc2c1,-6,7,·
CC(c1ccccc1)N1C(=O)c2ccccc2NC1c1ccc(C#N)cc1 (centres undefined),-10,0,·
CNS(=O)(=O)c1cc(-c2nnc(Nc3ccc(C)cc3C)c3ccccc23)ccc1C,-4,-19,·
Cc1cc2cccc(C(=O)NCC3(O)CCCNCC3)c2o1 (centres undefined),-2,14,·
COc1cccc(Cc2nsc(N3CCCN(C(=O)Nc4ccc(F)cc4F)CC3)n2)c1,-5,-3,-5
CC1CN(C(=O)CSc2cn(CC(=O)N3CCCC3)c3ccccc23)CC(C)O1 (centres undefined),-3,-5,-6
CC(C)NC(=O)COC(=O)c1nc(Br)cnc1N,-7,2,-14
C=CCCC(O)CN(Cc1ccccc1C)CC1CCCO1 (centres undefined),-6,16,-6
COc1cccc(-c2noc(-c3cc(C(C)C)[nH]n3)n2)c1OC,-2,4,·
COc1cccc(Cc2nc3c(c(=O)[nH]2)CN(C(=O)Nc2ccc(C)cc2C)CC3)c1,-7,18,-4
C=CCN1C=CC(=CC=C(C#N)C#N)C=C1,-4,72*,·
O=C(CCc1ccccc1)NC1CCN(c2ccccc2C(=O)N2CCN(C3CCCCCC3)CC2)CC1,-1,19,-2
Cc1nc2cc(F)c(F)cc2n1Cc1csc(C(C)C)n1,-4,-1,·
O=C(Nc1ccc2c(c1)OCO2)Nc1ccc2c(c1)OCO2,-3,0,·
Cc1ccc(C)c(Cn2c(C)c(C)n3c4c(=O)n(C)c(=O)n(C)c4nc23)c1,-12,24,·
O=C(COc1ccc(Cl)cc1)Nc1ncnc2sccc12,2,-8,-2
COc1cccc(Cc2nsc(N3CCCN(C(=O)c4ccc(Cl)cc4)CC3)n2)c1,-4,15,-4
O=C(C1CC2(CCNCC2)CN1)N(CCN1CCOCC1)Cc1ccco1 (centres undefined),-1,24,·
N#Cc1ccc(CON=Cc2ccccc2)cc1,2,6,1
CC(C)CNC(=O)C1(C)CCN1C(=O)C/C=C/c1ccccc1 (centres undefined),-7,-4,-4
CC(NC(=O)C1CC1C)c1cccc(Br)c1 (centres undefined),-11,-1,·
O=C(NCc1ncn[nH]1)C1CC1c1ccc(Cl)cc1 (centres undefined),-5,-3,·

# Compound profiles, as listed above. Order of values: hcGAS inh	NPYLR7 agonist	mcGAS lum
# COc1cccc(Cc2nsc(N3CCCN(C(=O)c4ccc(Cl)cc4)CC3)n2)c1 is listed with -4	15	-4
# O=C(NCc1ncn[nH]1)C1CC1c1ccc(Cl)cc1 (centres undefined) is listed with -5	-3	·
# O=C(COc1ccc(Cl)cc1)Nc1ncnc2sccc12 is listed with 2	-8	-2
# O=C(Nc1ccc2c(c1)OCO2)Nc1ccc2c(c1)OCO2 is listed with -3	0	·
# O=C(CCc1ccccc1)NC1CCN(c2ccccc2C(=O)N2CCN(C3CCCCCC3)CC2)CC1 is listed with -1	19	-2

# New compounds follow:
SMILES,hcGAS inh,NPYLR7 agonist,mcGAS lum
CCCC(=O)OCC(O)CN(Cc1cccn1Cc1ccccc1C)C1CC1 (centres undefined),-6,·,-5
COc1cc(OC)cc(C2NC(=O)N(C)C3=C2C(=O)N(Cc2ccc4c(c2)OCO4)C3)c1 (centres undefined),-4,14,-6
c1ccc2ncc(Cn3ccnc3-c3ccc(-c4ccn[nH]4)o3)cc2c1,-10,-1,-12
CN(c1ccc2c(-c3ccccn3)noc2n1)c1ccc(F)cc1F,-8,0,-6
CC(C)Cc1ccc(CN2CCCC(NC(=O)Cc3cnc4ncnn4c3)C2)cc1 (centres undefined),-2,8,·
CSC1=N/C(=C\c2cccc(Br)c2)C(=O)S1,-9,2,-4
CNc1ccc(S(C)(=O)=O)cc1,-7,-2,·
COCCN(Cc1nc2cc(Cl)ccc2o1)C(=O)c1ccco1,-2,0,-5
CCS(=O)(=O)c1ncc(CN2CCN(c3cnccn3)CC2)n1CCc1ccccc1,-10,1,·
COc1cccc(-c2noc(-c3ccc(NCCSC)nc3)n2)c1OC,-7,19,·
O=C(O)C1COC2(CCN(C(=O)c3cccs3)CC2)N1C(=O)c1ccco1 (centres undefined),0,0,-3
COc1ccc2[nH]c3c(c2c1)CCN(C(=O)CCCOc1ccccc1)C3c1ccc(COC(C)=O)o1 (centres undefined),-17,11,-10
CC(C)=CC(=O)NCC(NC(=O)C=C(C)C)C1CC1 (centres undefined),-6,3,-12
CN(Cc1cscn1)C(=O)CCc1ccc(Br)cc1F,-8,29,·
CCOC(=O)Cc1csc(NC(=O)/C=C/c2ccc(C(C)C)cc2)n1,-6,6,-5
COc1ccc(C(=O)N(Cc2ccccc2)C2CCC(NC(=O)C3CCN(C(=O)CCCl)CC3)CC2)cc1 (centres undefined),-5,29,-8
O=C(Nc1ccc(O)cc1)c1c(O)c2ccccc2[nH]c1=O,-2,-4,-4
Cc1nn(C)c2ncc(C(=O)N3CCCN(Cc4cc(=O)c(OCc5ccc(C(F)(F)F)cc5)co4)CC3)c(Cl)c12,-11,26,-4
Cc1c(CN2CCCC(Nc3cccc(F)c3)C2)cnn1C (centres undefined),-7,5,·
CCc1cccc2c(C(CC(=O)NCc3ccc(F)cc3)c3ccc(Cl)cc3)c[nH]c12 (centres undefined),-6,5,-4
O=C(NCc1ccco1)c1coc(CN(Cc2cccc(F)c2)CC2CC2)n1,-8,9,-6
COc1cc(CN2CCc3c(cc(-c4ccccc4OC)c(=O)n3Cc3ccccc3)C2)ccc1O,-4,-5,-1
Cc1ccc(NC(=O)CSc2c(C)c(C)cc(C)c2C)cc1S(N)(=O)=O,-3,1,·
Cc1ccc(C(=O)Cn2nc(-c3ccco3)c3sc(N4CCCCC4)nc3c2=O)c(C)c1,-6,-5,-7
CCOC(=O)c1cc(-c2ccc(N3CCN(C(=O)C(OC(C)=O)c4ccccc4)CC3)cc2)n(-c2ccccc2OC)n1 (centres undefined),-5,20,-7
Cc1noc(C)c1CCC(=O)Nc1ccc2oc3ccccc3c2c1,-6,5,·
O=C(NCc1ccc2c(c1)OCO2)N1CCN(CC(F)(F)F)CC1,-2,-2,-5
COc1ccc(C(=O)NCCCn2cccn2)cc1OC1CCN(C(C)=O)CC1,-10&-7,4&2,·
CC(=O)Nc1ccc(S(=O)(=O)NCc2nnnn2-c2ccc(F)cc2)cc1,-5,8,-8
CCOCCCN(CC(=O)N1CCc2sccc2C1c1ccc(Cl)cc1)C(=O)/C=C/c1ccccc1 (centres undefined),-1,·,0
